NTR1 agonist – NTR1-driven beta-arrestin-GFP spot formation – imaging, U2OS cells, high content, primary screen (AID 493036). P30989. agonist mode. activation, % at 20 µM. 330,000 tested, 0.17% active;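 active = activation at or above 40% of the spot to cytoplasm intensity ratio, with at least 20 cells analyzed; inconclusive = wells under 20 cells, flagged as cytotoxic or low count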;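 also: 0% = DMSO without peptide and 100% = 100 nM NTR1 peptide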
Target sequence (P30989 whole entry, looked up): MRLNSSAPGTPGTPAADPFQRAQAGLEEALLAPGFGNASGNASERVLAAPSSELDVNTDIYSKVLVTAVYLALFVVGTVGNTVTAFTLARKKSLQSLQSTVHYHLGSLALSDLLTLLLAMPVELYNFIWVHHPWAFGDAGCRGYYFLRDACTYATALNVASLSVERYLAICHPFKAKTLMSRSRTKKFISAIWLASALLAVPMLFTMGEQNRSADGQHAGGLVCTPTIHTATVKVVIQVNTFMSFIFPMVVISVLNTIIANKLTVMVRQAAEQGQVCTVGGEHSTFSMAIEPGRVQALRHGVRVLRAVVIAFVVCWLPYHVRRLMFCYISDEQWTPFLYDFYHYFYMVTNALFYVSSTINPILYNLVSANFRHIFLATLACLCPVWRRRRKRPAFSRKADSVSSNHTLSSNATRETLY
West Nile antiviral – inhibition of WNV-induced cytopathic effect – cell-based, CPE readout (AID 1621); West Nile virus-infected cells, CPE inhibition; higher % means a stronger effect; CPE inhibition, % at 10 µM, or IC50 in µM where a hit was titrated; 290,000 tested, 0.02% active; in the data active = a potency from the dose series; inconclusive = CPE inhibition mostly from about 3.7% at the one dose, without a potency; inactive = the rest, 99 in 100 with CPE inhibition below about 2.2%; also: strong numbers were not always called active
Large T inhibition – SV40 large T antigen inhibitors, biochemical (AID 1903); SV40 large T antigen ATPase/helicase inhibition assay; higher % means a stronger effect; inhibition, % at 20 µM, or IC50 in µM where a hit was titrated; 310,000 tested, 0.39% active; in the data active = a potency from the dose series; inconclusive = inhibition mostly from about 32% at the one dose, without a potency; inactive = the rest, 99 in 100 with inhibition below about 32%; also: strong numbers were not always called active
T cell modulator – T cell immune modulators affecting CD8 T cell-vesicle binding. AID 2052. 2C CD8+ T cell-vesicle binding, flow cytometry; stronger effect = lower value. calls only at 7 µM. 330,000 tested, 0.068% active;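 active = response, share of CD8 T cells binding vesicles, and their 90th percentile fluorescence all below set limits, cut at about 80% in these data, passing the limit was not always enough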
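Test system: purified 2C TCR transgenic mouse naive CD8+ T cells. Probe or stimulus: QL9-peptide-loaded Drosophila micro-vesicles bearing Ld, ICAM-1 and B7-1. Incubation: binding step 1.5 h, 37 °C, antibody labelling 20 min, ice. Measured by: flow cytometry of vesicle-bound cells.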
Rac1 GTP hydrolysis – MgcRacGAP GTPase-activating activity inhibitors, confirmation, biochemical, ADP Hunter fluorescence | MgcRacGAP-stimulated Rac1 GTP hydrolysis, ADP Hunter fluorescence; higher % means a stronger effect; GST-tagged Rac1 F28L mutant substrate | inhibition, % at 30 µM; hits with a dose series show IC50 in µM | 340,000 tested, 0.6% active;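 active = first-screen hits whose inhibition reached a set limit at any dose in the follow-up dose series; inconclusive = inhibition above the set first-screen limit but never retested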;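 also: fluorescence reports GDP produced by GAP-driven GTP hydrolysis; strong numbers were not always called active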
UTI89 phage lysis – inhibition of K1F phage lysis, E. coli UTI89, bacterial capsule biogenesis inhibitors, alamar blue (AID 488966). E. coli UTI89 K1F phage lysis, alamar blue, 2 h; higher % means a stronger effect. inhibition, % at 100 µM; hits with a dose series show IC50 in µM. 340,000 tested, 0.02% active;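 active = phage lysis inhibition, versus mean bacterial control, above a set limit; inconclusive = no clear call, values can overlap the other calls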;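 also: capsule biogenesis inhibitors block K1F phage lysis so surviving cells raise fluorescence; higher fluorescence means more inhibition of phage lysis; actives were called in the ten point dose series up to 300 µM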
NS5 inhibitors – flavivirus cap methylation enzyme inhibition – biochemical, confirmation dose response, primary screen (AID 588689); Dengue-2 NS5 methyltransferase capping enzyme assay, biochemical; higher % means a stronger effect; inhibition, % at 25 µM; hits with a dose series show IC50 in µM; 340,000 tested, 0.3% active; in the data active = a potency from the dose series; inconclusive = inhibition above about 29% without an active follow-up result
RSV antiviral HEp-2 – inhibition of RSV-induced cytopathic effect – HEp-2 cells, primary 10 µM value included (AID 2391); one-dose CPE inhibition, % at 10 µM; IC50 in µM for titrated hits; 310,000 tested, 0.13% active; HEp-2 cells, RSV-induced CPE inhibition; higher % means a stronger effect; in the data active = a potency from the dose series; inconclusive = CPE inhibition mostly from about 23% at the one dose, without a potency; inactive = the rest, 99 in 100 with CPE inhibition below about 21%; also: strong numbers were not always called active
Salmonella PhoP GFP – inhibitors of PhoP regulon expression, primary screen, Salmonella Typhimurium, GFP reporter (AID 1863); S. Typhimurium PhoP-regulated promoter GFP reporter, 4 h; higher % means a stronger effect; inhibition, % at 50 µM, or IC50 in µM where a hit was titrated; 300,000 tested, 0.16% active;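 active = inhibition over 29.93%, a cutoff 3 SD above the screen mean, later confirmed by dose response; inconclusive = inhibition over 29.93% but no dose response follow-up; inactive = inhibition at most 29.93% or unconfirmed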;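 also: 0% = low Mg2+ inducing control and 100% = high Mg2+ repressing control; strong numbers were not always called active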
T cell modulator vesicle-bound % – also measured in T cell modulator; calls as there; double positive events, %; measured here: CD8+ vesicle-bound cell fraction;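 binding gate set so that unloaded-vesicle control wells show 10% double positive cells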
NTR1 agonist cell count 20 µM – also measured in NTR1 agonist; calls as there; cell count; measured here: cell count, cytotoxicity flag
The depositor's hits bear a star; i = inactive; ? = inconclusive; nt = no result given; [ ] = another dose, or the depositor's remark. The order is random. About 1.5% of those tested had a hit in this group.

SMILES	NTR1 agonist	NTR1 agonist cell count 20 µM	West Nile antiviral	Large T inhibition	T cell modulator	T cell modulator vesicle-bound %	Rac1 GTP hydrolysis	UTI89 phage lysis	NS5 inhibitors	RSV antiviral HEp-2	Salmonella PhoP GFP
O=C(c1ccc([N+](=O)[O-])cc1)n1nc(-c2ccccc2)nc1NCc1ccccc1	1.1	37	nt	0%	i	19	6%	-0.1%	1%	-1.4%	16%
COc1ccccc1N=Cc1nc(-c2ccccc2)oc1OC(C)=O	4.7	80	0.0%	6%	i	27	10%	0.3%	4%	2.2%	-7%
O=C1C(Nc2ccccc2)=CC(c2ccc(O)cc2)N1c1ccccc1 (centres undefined)	-0.7	51	0.9%	9%	i	23	1%	0.4%	9%	-0.1%	-6%
COc1cc(-c2cc(C(=O)Nc3ccc(S(=O)(=O)Nc4ncccn4)cc3)c3ccccc3n2)cc(OC)c1OC	2.6	71	0.3%	7%	i	24	15%	0.1%	0%	1.5%	11%
COc1cccc(C(=O)Nc2ccc3nc(N4CCN(c5ncccn5)CC4)cc(C)c3c2)c1OC	47*	79*	-0.8%	-7%	i	25	nt	nt	nt	-0.7%	8%
CCOC(=O)c1c(-c2cccc([N+](=O)[O-])c2)cn2ccccc12	3.3	33	-2.0%	12%	i	35	15%	-0.2%	-6%	7.8%	-4%
CCOc1cccc(CN2CCC(n3nccc3NC(=O)C3CCCC3)CC2)c1	-0.8	72	-1.0%	18%	i	30	-3%	0.7%	1%	-0.3%	8%
C=CCN(CC=C)S(=O)(=O)c1ccc(NC(=S)NC(=O)/C=C/c2cccc3ccccc23)cc1	1.9	56	-0.2%	1%	i	43	8%	0.6%	5%	2.4%	-13%
COc1ccccc1NC(=O)CSc1nncs1	4.8	59	nt	nt	i	36	5%	-1.2%	7%	nt	nt
N/C(=N\OC(=O)/C=C/c1ccccc1Cl)c1ccccn1	0.4	69	-0.3%	21%	i	35	-4%	0.0%	13%	0.7%	-8%
CC(C)(C)c1ccc(C(=O)Nc2sc3c(c2C(=O)O)CCC3)cc1	5.5	54	-0.3%	33%	i	44	6%	-1.8%	9%	31%	-1%
COc1ccc(NC(=O)CN2CCN(S(=O)(=O)c3ccc(Br)cc3)CC2)c(OC)c1	2.7	51	-0.4%	13%	i	8	14%	0.2%	2%	0.7%	-11%
CNS(=O)(=O)c1ccc(NC(=O)c2ccoc2C)cc1	0.3	47	-0.3%	11%	i	60	6%	-2.1%	-3%	3.6%	0%
CC1(C)C(=O)Nc2ccccc2N1C(=O)COC(=O)c1ccc([N+](=O)[O-])o1	1.6	52	nt	nt	i	42	5%	-5.0%	5%	nt	nt
COc1ccccc1N/N=C(\C#N)C(=N)N1CCOCC1	-0.8	57	0.0%	19%	i	11	2%	0.4%	5%	-0.1%	3%
CN(C)/C=C(\C#N)C(=O)c1cccnc1Oc1ccc(F)cc1F	1.8	81	-0.4%	2%	i	49	6%	7.0%	-8%	nt	-7%
CCN(CC(=O)Nc1ccc(NC(C)=O)cc1)C(=O)/C=C/c1ccc2c(c1)OCO2	1.2	63	nt	10%	i	59	-1%	1.4%[50 µM]	1%	13%	-6%
COc1ccccc1CNC(=O)C1=CCN(S(=O)(=O)c2ccc(C)cc2)CC1	0.8	46	-0.2%	6%	i	47	4%	0.1%	-8%	1.7%	-10%
O=C(COC(=O)C1CC2C=CC1C2)NCCc1ccccc1 (centres undefined)	-0.6	57	-0.2%	0%	i	53	5%	-2.3%	1%	4.1%	-6%
COP(=O)(CC(=O)c1ccccc1)CC(=O)c1ccccc1	0.0	38	-0.4%	11%	i	53	4%	-0.5%	-4%	2.3%	0%
O=C(CN1CCc2ccccc21)NN1CC(=O)N(c2ccc(Cl)cc2)CC1=O	-0.1	39	0.1%	9%	i	24	12%	0.5%	-1%	nt	-2%
COC(=O)c1c(NC(=O)CSc2nc3nc(C)cc(C)n3n2)sc(C)c1C	-1.1	76	-1.8%	6%	i	24	3%	0.0%	2%	2.5%	-12%
COc1cc(NC(=O)c2ccc(F)cc2)ccc1NC(=O)c1cc2ccccc2o1	-1.1	56	0.6%	25%	i	44	3%	-0.2%	-7%	1.8%	1%
CN(C)S(=O)(=O)N1CCC(n2nccc2NC(=O)CCc2ccccc2)CC1	-1.4	61	-0.4%	14%	i	52	5%	0.2%	-3%	1.4%	-3%
O=C(CCCOc1ccc(Br)cc1)Nc1nnc(C2CC2)s1	1.2	54	nt	nt	i	40	3%	0.6%[50 µM]	-13%	nt	nt

Molecules listed so far that contain a furan ring, fused or not:
SMILES	NTR1 agonist	NTR1 agonist cell count 20 µM	West Nile antiviral	Large T inhibition	T cell modulator	T cell modulator vesicle-bound %	Rac1 GTP hydrolysis	UTI89 phage lysis	NS5 inhibitors	RSV antiviral HEp-2	Salmonella PhoP GFP
CNS(=O)(=O)c1ccc(NC(=O)c2ccoc2C)cc1	0.3	47	-0.3%	11%	i	60	6%	-2.1%	-3%	3.6%	0%
CC1(C)C(=O)Nc2ccccc2N1C(=O)COC(=O)c1ccc([N+](=O)[O-])o1	1.6	52	nt	nt	i	42	5%	-5.0%	5%	nt	nt
COc1cc(NC(=O)c2ccc(F)cc2)ccc1NC(=O)c1cc2ccccc2o1	-1.1	56	0.6%	25%	i	44	3%	-0.2%	-7%	1.8%	1%

(further entries)
SMILES	NTR1 agonist	NTR1 agonist cell count 20 µM	West Nile antiviral	Large T inhibition	T cell modulator	T cell modulator vesicle-bound %	Rac1 GTP hydrolysis	UTI89 phage lysis	NS5 inhibitors	RSV antiviral HEp-2	Salmonella PhoP GFP
FC(F)(F)c1ccccc1NC(=S)Nc1ccccc1	-0.4	84	-1.0%	6%	i	5	5%	0.3%	-9%	3.9%	-4%
COc1ccc(C)cc1S(=O)(=O)NCC(c1cccnc1)N1CCc2ccccc2C1 (centres undefined)	0.4	73	-0.3%	5%	i	26	-3%	0.0%	-2%	2.7%	-3%
CCn1c(SCC(=O)OC)nnc1C1CCCCC1	-0.2	90	0.3%	12%	i	32	3%	0.4%	-4%	1.5%	7%
Nc1ccc(S(=O)(=O)NC2=NCCCCC2)cc1N	1.8	66	-0.4%	2%	i	34	14%	0.2%	?	1.7%	0%
C/C(=N\NC(=S)NCc1ccccc1)c1ccc2c(c1)OCCO2	0.9	37	-0.8%	12%	i	29	12%	0.1%	-8%	-1.2%	1%
COc1ccc(/C=C/c2cc[n+](C(=O)Cc3ccccc3)cc2)cc1	-1.3	55	0.3%	10%	i	60	10%	0.1%	-8%	0.8%	0%
Cc1c(/C=N/N=C2\CCC3C4CCc5cc(O)ccc5C4CCC23C)cnn1C (centres undefined)	3.8	77	-0.3%	9%	i	43	9%	0.4%	-3%	3.9%	3%
COc1ccc(O)c(C(=O)c2cc(C#N)c(=O)n(CCN3CCOCC3)c2)c1	-0.2	49	0.0%	1%	i	22	8%	0.9%	3%	3.6%	7%
COc1ccc(-c2nnc(SCC(=O)c3cccs3)n2-c2ccc(Cl)cc2)cc1	7.0	47	-1.3%	14%	i	48	0%	0.3%	-8%	4.6%	11%
COc1ccc(C2(CNC(C)=O)CCCC2)cc1OC	-0.6	59	-0.4%	19%	i	54	-2%	-2.9%	-4%	1.2%	0%
O=C(CCC1COc2ccccc2O1)Nc1ncccc1O (centres undefined)	0.3	59	0.1%	9%	i	33	3%	0.1%	nt	0.2%	-1%
Cc1ccccc1CN(C)CC(=O)Nc1ccccc1-c1ccccc1	18	88	-0.9%	14%	i	14	5%	0.0%	-3%	11%	7%
Cc1[nH]c(=O)[nH]c(=O)c1/C=N/NC(=O)[C@@H](NC(=O)OC(C)(C)C)C(C)C	0.2	34	0.3%	-1%	i	32	-3%	0.1%	3%	-0.5%	-1%
Cc1ccc(-c2ccnc3[nH]n(-c4ccccc4)c(=O)c23)cc1	0.0	49	0.3%	-1%	i	22	4%	-0.2%	-7%	2.1%	12%
CCOc1ccc(C2=NNC(c3cccs3)=Nc3ccc(OC)cc32)cc1OCC	-5.3	88	1.5%	-9%	i	13	1%	1.5%	-4%	2.9%	-4%

6 entries from above, sorted by SMILES length, smallest number first:
SMILES	NTR1 agonist	NTR1 agonist cell count 20 µM	West Nile antiviral	Large T inhibition	T cell modulator	T cell modulator vesicle-bound %	Rac1 GTP hydrolysis	UTI89 phage lysis	NS5 inhibitors	RSV antiviral HEp-2	Salmonella PhoP GFP
FC(F)(F)c1ccccc1NC(=S)Nc1ccccc1	-0.4	84	-1.0%	6%	i	5	5%	0.3%	-9%	3.9%	-4%
Cc1ccccc1CN(C)CC(=O)Nc1ccccc1-c1ccccc1	18	88	-0.9%	14%	i	14	5%	0.0%	-3%	11%	7%
C/C(=N\NC(=S)NCc1ccccc1)c1ccc2c(c1)OCCO2	0.9	37	-0.8%	12%	i	29	12%	0.1%	-8%	-1.2%	1%
Cc1c(/C=N/N=C2\CCC3C4CCc5cc(O)ccc5C4CCC23C)cnn1C (centres undefined)	3.8	77	-0.3%	9%	i	43	9%	0.4%	-3%	3.9%	3%
COc1ccc(-c2nnc(SCC(=O)c3cccs3)n2-c2ccc(Cl)cc2)cc1	7.0	47	-1.3%	14%	i	48	0%	0.3%	-8%	4.6%	11%
Cc1[nH]c(=O)[nH]c(=O)c1/C=N/NC(=O)[C@@H](NC(=O)OC(C)(C)C)C(C)C	0.2	34	0.3%	-1%	i	32	-3%	0.1%	3%	-0.5%	-1%

Some of the entries above in a different format.
Structure,NTR1 agonist,NTR1 agonist cell count 20 µM,West Nile antiviral,Large T inhibition,T cell modulator,T cell modulator vesicle-bound %,Rac1 GTP hydrolysis,UTI89 phage lysis,NS5 inhibitors,RSV antiviral HEp-2,Salmonella PhoP GFP
COc1ccc(O)c(C(=O)c2cc(C#N)c(=O)n(CCN3CCOCC3)c2)c1,-0.2,49,0.0%,1%,i,22,8%,0.9%,3%,3.6%,7%
COC(=O)c1c(NC(=O)CSc2nc3nc(C)cc(C)n3n2)sc(C)c1C,-1.1,76,-1.8%,6%,i,24,3%,0.0%,2%,2.5%,-12%

High-throughput results from PubChem BioAssay.
